Screening results deposited in PubChem by Sanford-Burnham Center for Chemical Genomics.
APOBEC3G inh = APOBEC3G (human) deaminase inhibition | inhibition, % at 20 µM | recombinant A3G, ssDNA deamination FAM/TAMRA fluorescence | Q9HC16 | 0.28% of 330,000 active;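 active = inhibition of at least 40% at 20 µM, with no more than 30% in the related APOBEC3A deaminase screen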;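 note: plate controls were DMSO wells with A3G for no effect and wells lacking A3G enzyme for full effect; some compounds called inactive have numbers as strong as hits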
Target sequence (Q9HC16 whole entry, looked up): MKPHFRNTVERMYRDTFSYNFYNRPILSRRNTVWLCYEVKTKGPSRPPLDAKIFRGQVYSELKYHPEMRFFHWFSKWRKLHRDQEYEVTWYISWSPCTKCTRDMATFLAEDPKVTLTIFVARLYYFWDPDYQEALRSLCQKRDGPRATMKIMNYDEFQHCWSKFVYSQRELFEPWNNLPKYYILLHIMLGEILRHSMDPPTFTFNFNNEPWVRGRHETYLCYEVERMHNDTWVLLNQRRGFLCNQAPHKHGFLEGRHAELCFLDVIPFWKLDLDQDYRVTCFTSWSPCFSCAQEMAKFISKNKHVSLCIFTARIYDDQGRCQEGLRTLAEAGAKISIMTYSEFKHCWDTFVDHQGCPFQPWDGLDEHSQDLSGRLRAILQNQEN
MPTP inh = permeability transition pore inhibition; inhibition, % at 10 µM; 1.4% of 360,000 active; AID 602449; isolated mouse mitochondria, Ca2+ swelling absorbance, 30 min;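 active = inhibition of 50% or more, scaled per plate between neutral and stimulator controls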;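 note: 0% = DMSO wells given calcium and 100% = 1 mM EGTA wells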
mIAP block = blocks mouse intestinal alkaline phosphatase; inhibition, % at 10 µM; 0.2% of 330,000 active; purified mouse IAP, CDP-Star luminescence, 30 min;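 active = inhibition of at least 40% at 10 µM in the primary screen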;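 note: plate controls were DMSO with enzyme for no effect and no enzyme wells for full effect; values of inactives mirror those of a sister screen read the other way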
APOBEC3A inh = human APOBEC3A DNA deaminase inhibition | AID 493011 | inhibition, % at 20 µM | 0.41% of 330,000 active | P31941 | recombinant A3A, FAM/TAMRA ssDNA deamination fluorescence;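 active = at least 40% inhibition at 20 µM here, with at most 30% in a related deaminase screen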;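 note: plate controls were A3A with DMSO for no effect and wells lacking A3A enzyme for full effect; some results filed as inactive read as strong as hits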
Target sequence (P31941 whole entry, looked up): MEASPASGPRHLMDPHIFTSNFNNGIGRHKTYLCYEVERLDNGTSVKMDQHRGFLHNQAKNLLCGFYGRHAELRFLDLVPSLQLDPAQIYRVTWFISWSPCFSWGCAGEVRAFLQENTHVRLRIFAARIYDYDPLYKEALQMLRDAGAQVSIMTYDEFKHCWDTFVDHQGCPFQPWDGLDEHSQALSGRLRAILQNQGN
hIAP activ = human IAP activation; P09923; purified human IAP, CDP-Star luminescence, 30 min; hits give high values; 1 = vehicle-only enzyme, 0 = enzyme-free background; activation factor at 10 µM; 0.16% of 330,000 active; AID 2524;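 active = activation factor of the enzyme at least 2-fold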; note: the source names both 10 and 20 µM as test concentration; values of inactives mirror those of a sister screen read the other way
Target sequence (P09923 whole entry, looked up): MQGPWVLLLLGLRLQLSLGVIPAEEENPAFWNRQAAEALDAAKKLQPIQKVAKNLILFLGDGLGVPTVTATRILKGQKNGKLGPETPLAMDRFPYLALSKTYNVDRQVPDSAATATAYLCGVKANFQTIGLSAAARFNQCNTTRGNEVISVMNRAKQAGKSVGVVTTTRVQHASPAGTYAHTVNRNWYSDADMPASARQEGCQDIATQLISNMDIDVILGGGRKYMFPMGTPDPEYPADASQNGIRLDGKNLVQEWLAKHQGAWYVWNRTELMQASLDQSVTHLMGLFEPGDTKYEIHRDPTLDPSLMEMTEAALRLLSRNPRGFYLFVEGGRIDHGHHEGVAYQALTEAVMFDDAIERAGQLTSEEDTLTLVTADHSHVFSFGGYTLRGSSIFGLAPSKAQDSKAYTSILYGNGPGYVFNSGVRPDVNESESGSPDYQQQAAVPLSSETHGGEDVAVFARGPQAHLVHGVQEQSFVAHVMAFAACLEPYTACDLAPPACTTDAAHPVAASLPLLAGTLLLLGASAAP
ATG4B inh = ATG4B (human) cysteine protease inhibition. Q9Y4P1. ATG4B cleavage of LC3-PLA2, NBD-HPC fluorescence, 1 h. inhibition, % at 8.33 µM. 0.51% of 340,000 active. AID 504462; in the data active = inhibition above about 40%
MIN6 prolif = induces beta-cell replication in MIN6 cells | 0.29% of 330,000 active | proliferation, % at 10 µM | MIN6 cells proliferation, ATPlite luminescence, 48 h; cells starved in 0.2% serum; 100% = growth in 10% serum | AID 2380;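 active = compounds whose signal lies at least 3.5 SD above the mean of all wells on their plate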;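 note: 0% = DMSO-treated cells in low-serum medium and 100% = 10% serum control; some compounds called inactive have numbers as strong as hits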
mIAP activ = mouse IAP activation. muIAP, CDP-Star luminescence, 30 min; hits give high values; 1 = vehicle-only enzyme signal, 0 = enzyme-free wells. activation factor at 10 µM. AID 2805. 0.24% of 330,000 active;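 active = activation factor of at least 2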; note: the source names both 10 and 20 µM as test concentration; values of inactives mirror those of a sister screen read the other way
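Assay system: mouse IAP enzyme; Reagent: CDP-Star chemiluminescent phosphatase substrate; Compound: DMSO-dissolved test compounds; Incubation: 30 min, room temperature; Technique: luminescence from enzymatic CDP-Star hydrolysis; Controls: DMSO-only wells and no-enzyme negative control.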
hIAP block = blocks human intestinal alkaline phosphatase; purified IAP, CDP-Star luminescence, 30 min; inhibition, % at 10 µM; 0.12% of 330,000 active; AID 2544;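 active = inhibition reaching a set limit with compound at 10 µM in the primary screen, cut at about 35% in these data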;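 note: plate controls were DMSO wells with enzyme for no effect and no-enzyme buffer wells for full effect; values of inactives mirror those of a sister screen read the other way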
* marks the source's active call; other numbers are inactive results.

1: COc1cc(NC(=O)c2ccccc2F)ccc1NC(=O)c1cc2ccccc2o1
2: Cc1ccc2c(c1)C(=O)N1[C@H]3c4cc(Br)ccc4OC[C@@H]3[C@H](c3ccccc3)[C@]1(C)C(=O)N2
3: COc1ccccc1Nc1nc(N)nc(CSC(=S)N2CCCCC2)n1
4: CCCN(C(=O)c1cccc(S(=O)(=O)N2CCCc3ccccc32)c1)C1CCS(=O)(=O)C1 (stereo not given)
5: Cc1ccc(NC(=O)CSc2n[nH]c(-c3ccncc3)n2)cc1
6: CCCCCCCCc1nnc(NC(=O)c2ccco2)s1
7: COc1ccc(C(=O)NC(C)c2ccc(-n3ccnc3)cc2)c(OC)c1OC (stereo not given)
8: Cc1ccc(C(C)C)c(OCc2nnc3n2CCCCC3)c1

Assay by compound	1	2	3	4	5	6	7	8
mIAP activ	1	0.94	0.96	0.86	0.98	0.9	1	1.1
MPTP inh	-0.8	-0.7	0.5	-2.3	2.0	0.5	-1.8	-1.3
ATG4B inh	-3	4	-10	-6	3	6	9	15
hIAP block	18	4	0	4	20	3	-11	-5
hIAP activ	0.82	0.96	1	0.96	0.8	0.97	1.1	1
mIAP block	-3	6	4	14	2	10	0	-7
MIN6 prolif	-2	-5	-3	2	-3	-3	-3	-2
APOBEC3A inh	-6	-4	5	5	0	7	-2	0
APOBEC3G inh	-7	-5	-1	-3	-6	-3	-7	-1

3 entries from above, as tab-separated lines:
No.	mol	mIAP activ	MPTP inh	ATG4B inh	hIAP block	hIAP activ	mIAP block	MIN6 prolif	APOBEC3A inh	APOBEC3G inh
6	CCCCCCCCc1nnc(NC(=O)c2ccco2)s1	0.9	0.5	6	3	0.97	10	-3	7	-3
7	COc1ccc(C(=O)NC(C)c2ccc(-n3ccnc3)cc2)c(OC)c1OC (stereo not given)	1	-1.8	9	-11	1.1	0	-3	-2	-7
1	COc1cc(NC(=O)c2ccccc2F)ccc1NC(=O)c1cc2ccccc2o1	1	-0.8	-3	18	0.82	-3	-2	-6	-7

Further results:
9: Cc1cccc(-c2nnc(SC(C)C(=O)N3CCOCC3)o2)c1 (stereo not given)
10: C/C(=N/NC(=O)c1ccccc1)c1ccc(NC(=O)C(F)(F)F)cc1
11: Cc1cccc(NC(=O)CSCC(=O)N2CCN(Cc3ccc4c(c3)OCO4)CC2)c1
12: CC1(N(O)C=C2C=CC(=O)C=C2)CCCCC1=O (stereo not given)
13: CCOC(=O)N1CCN(Cc2c(F)cccc2F)CC1
14: C[C@]12CCC3C(CC[C@H]4CC(O)CC[C@]34C)C1CC/C2=N/O (stereo not given in full)
15: Cc1nc(SCC(=O)NCC2CCCO2)c2c3c(sc2n1)CCC3 (stereo not given)
16: CC(C)CN=CC1=C(O)c2ccccc2C1=O

Assay by compound	9	10	11	12	13	14	15	16
mIAP activ	0.88	0.95	1.1	1.1	1	1.1	0.93	0.92
MPTP inh	1.0	0.3	-1.8	0.4	-2.1	-0.6	1.4	0.6
ATG4B inh	-7	-3	-1	0	-3	6	1	-5
hIAP block	-24	4	0	-8	-9	-12	-26	12
hIAP activ	1.2	0.96	0.99	1.1	1.1	1.1	1.3	0.88
mIAP block	12	5	-8	-6	-2	-6	7	8
MIN6 prolif	-1	2	-2	-1	-4	-3	-3	0
APOBEC3A inh	-2	2	0	-5	-3	-1	0	-4
APOBEC3G inh	-3	-3	18	-10	-3	-2	-6	-6

17: CCCNC(=O)c1cc2nc(-c3ccccc3)cc(C(F)(F)F)n2n1
18: CCN1CCCC1CNC(=O)C(NC(=O)C1CCC(C)CC1)C(C)C (stereo not given)
19: CC(SCC(=O)NC(C)C1CC2CCC1C2)C(=O)O (stereo not given)
20: Cc1ccc(C(C)(C)NC(=O)C2CCC(=O)N(CCCN3CCOCC3)C2)cc1 (stereo not given)
21: Cc1cc(C)c2sc(N(CCCN(C)C)C(=O)c3ccc(S(=O)(=O)N4CCCc5ccccc54)cc3)nc2c1
22: C=CCN(CC=C)C(=O)C1CCC(C(=O)N(CC=C)CC=C)CC1 (stereo not given)
23: Cc1cc(C)nc(/N=C(\N)N2CCCCC2)n1
24: O=C1CCCc2nc(N3CCN(c4ccccc4)CC3)ncc21

Assay by compound	17	18	19	20	21	22	23	24
mIAP activ	0.95	1	0.94	0.94	1	0.98	1	0.97
MPTP inh	-0.3	-0.4	-1.1	0.8	64*	1.9	0.1	0.2
ATG4B inh	6	-5	-6	-11	12	4	-12	0
hIAP block	9	8	-7	-7	3	-3	-5	10
hIAP activ	0.91	0.92	1.1	1.1	0.97	1	1.1	0.9
mIAP block	5	-4	6	6	0	2	-1	3
MIN6 prolif	5	-2	0	-1	-7	-1	-3	-1
APOBEC3A inh	1	-5	1	-4	-1	1	-1	-1
APOBEC3G inh	-6	-8	-1	-6	-1	2	0	0

25: CCN1C2=NCCCN2c2cc(C)c(C)cc21
26: CN(c1nc2ccccc2n2c(-c3ccco3)nnc12)S(=O)(=O)c1ccccc1
27: Cc1cc(C)c(C#N)c(Oc2ccccc2)n1
28: Cc1ccccc1NC(=O)c1ccc(N/N=C/c2ccccc2O)c([N+](=O)[O-])c1
29: CCc1cc2ccccc2nc1SCC(=O)Nc1cc(C)on1
30: C[C@@]12C(=O)N(c3cccc(Br)c3)C(=O)N1[C@H](c1ccc(Cl)cc1)[C@@H]1C(=O)N(C3CCCCC3)C(=O)[C@@H]12
31: Cc1ccccc1C(=O)Nc1cccc(C(=O)N/N=C/c2cc(Cl)cc([N+](=O)[O-])c2O)c1
32: CCN(CC)C(=O)c1nn(-c2ccccc2)c2c1C1CCC2(C)C1(C)C (stereo not given)

Assay by compound	25	26	27	28	29	30	31	32
mIAP activ	1.1	0.94	1.1	0.87	0.97	0.97	0.66	0.97
MPTP inh	-2.4	1.0	-1.6	1.1	1.2	-1.6	12	-2.4
ATG4B inh	2	1	2	-3	0	-22	13	-3
hIAP block	3	24	5	-21	-14	-3	-13	-8
hIAP activ	0.97	0.76	0.95	1.2	1.1	1	1.1	1.1
mIAP block	-6	6	-7	13	3	3	34	3
MIN6 prolif	1	2	-1	-4	-1	-9	-6	-6
APOBEC3A inh	1	-3	0	-1	-2	0	3	4
APOBEC3G inh	-4	-10	1	-8	-7	-5	-1	-1

33: COc1ccc(C(=O)NC2CCSc3ccccc32)cc1F (stereo not given)
34: CCOC(=O)Cc1csc(NS(=O)(=O)c2ccc(F)cc2)n1
35: CC(NC(=O)CCn1c(=S)[nH]c2ccsc2c1=O)c1ccccc1 (stereo not given)
36: Cc1cc(C(=O)CSc2nc(N)cc(N)n2)c(C)n1CC1CCCO1 (stereo not given)
37: COc1ccc(Cl)cc1S(=O)(=O)N1CCC(C(=O)NC2CCCC2)CC1
38: Cc1nc2nc[nH]c2cc1Br
39: CC(CNC(=O)c1ccc(NC2=NC3CS(=O)(=O)CC3S2)cc1)c1ccccc1 (stereo not given)
40: Cc1cc(-n2c(C)cc(C(=O)CSc3[nH]c(=O)cc(C(F)(F)F)c3C#N)c2C)no1

Assay by compound	33	34	35	36	37	38	39	40
mIAP activ	1	0.98	0.95	1	0.99	0.98	1	0.87
MPTP inh	-1.2	1.5	0.1	-0.8	-1.5	0.5	0.4	57*
ATG4B inh	-4	-14	-4	-5	-6	-4	-10	5
hIAP block	-6	14	-1	-4	-26	-23	4	12
hIAP activ	1.1	0.86	1	1	1.3	1.2	0.96	0.88
mIAP block	-3	2	5	-1	1	2	-2	13
MIN6 prolif	0	-2	-1	-2	-3	1	-1	-8
APOBEC3A inh	1	-6	4	-4	-2	-3	-4	-1
APOBEC3G inh	-4	-11	-12	-3	1	-6	-4	0

41: C[C@@H]1CN([C@@H](C)CO)C(=O)c2cccc(NS(C)(=O)=O)c2O[C@H]1CN(C)CC1CCCCC1
42: CCOc1ccc(S(=O)(=O)N2CCCC(C(=O)NCc3ccccn3)C2)cc1 (stereo not given)
43: Cc1ccc(NS(=O)(=O)c2ccc(OCC(=O)Nc3cccc([N+](=O)[O-])c3)c(C)c2)cc1
44: COc1ccccc1-n1c(SCC(=O)NC(C)(C)C)nnc1-c1ccco1
45: O=C(O)CC1C(=O)NCCN1CCCc1ccccc1 (stereo not given)
46: CCCn1c(=O)c2ccccc2n2c(=S)[nH]nc12
47: NC(=O)C1CCN(c2oc(/C=C/c3ccccc3)nc2S(=O)(=O)c2ccccc2)CC1
48: CN(C(=O)COC(=O)C(C)(C)Oc1ccc(Cl)cc1)c1c(N)n(Cc2ccccc2)c(=O)[nH]c1=O

Assay by compound	41	42	43	44	45	46	47	48
mIAP activ	1	1	0.8	1.1	0.97	1	1	1
MPTP inh	0.4	-0.2	2.6	-0.7	-0.2	-0.2	0.2	-1.1
ATG4B inh	-12	-1	2	2	-10	1	5	1
hIAP block	2	11	12	-14	-8	10	3	-10
hIAP activ	0.98	0.89	0.89	1.1	1.1	0.9	0.97	1.1
mIAP block	-4	-1	20	-5	3	0	-4	-5
MIN6 prolif	2	-3	-7	1	-2	-4	1	-4
APOBEC3A inh	-4	-6	0	-3	4	-9	-4	0
APOBEC3G inh	-6	-12	-8	-4	-1	53*	-3	2

APOBEC3G inh, what is marked active above
entry	Compound	mIAP activ	MPTP inh	ATG4B inh	hIAP block	hIAP activ	mIAP block	APOBEC3A inh	APOBEC3G inh
46	CCCn1c(=O)c2ccccc2n2c(=S)[nH]nc12	1	-0.2	1	10	0.9	0	-9	53*

(further entries)
49: CCO[C@H]1OC(C(=O)Nc2ccccc2)=C[C@@H](c2ccc(C(F)(F)F)cc2)[C@@H]1CCCO
50: Cc1cc(Br)ccc1OCC(=O)NNC(=O)C(=O)Nc1ccccc1
51: O=C1CCC([N+](=O)[O-])C(c2ccc3c(c2)OCO3)N1 (stereo not given)
52: Cc1cc(C(=O)NN=Cc2ccc(OC(=O)c3ccco3)cc2)c(C)o1
53: Cc1ccccc1OCC(=O)N/N=C/c1ccc([N+](=O)[O-])o1
54: CC(=O)N1CCN(Cc2nc3scc(-c4ccccc4)c3c(=O)[nH]2)CC1
55: COc1ccc(N(CC(=O)NC(C)(C)C)C(=O)CCC(=O)Nc2nccs2)c(OC)c1
56: COc1ccc(N(C(=O)c2ccncc2)S(=O)(=O)c2ccc(Cl)cc2)cc1

Assay by compound	49	50	51	52	53	54	55	56
mIAP activ	0.9	0.78	1.1	1.1	0.68	1	0.97	1.1
MPTP inh	0.4	3.1	0.2	-0.6	6.2	-4.2	0.3	-0.1
ATG4B inh	-16	8	-8	3	2	-8	2	0
hIAP block	-3	-64	-7	9	9	0	-16	15
hIAP activ	1	1.6	1.1	0.91	0.91	1	1.2	0.85
mIAP block	10	22	-6	-14	32	-2	3	-5
MIN6 prolif	-6	-1	1	-3	-5	1	-1	3
APOBEC3A inh	1	0	-5	-4	2	2	-1	1
APOBEC3G inh	-2	-5	-9	-6	-6	-8	-9	-3

57: Cc1cc(C)cc(NC(=O)COc2coc(CN3CCc4ccccc43)cc2=O)c1
58: CCOc1ccccc1/C=N/NC(=O)CNC(=O)c1cccs1
59: Cc1ccc2cc(C(c3nnnn3C3CCCC3)N3CCN(c4ccc(F)cc4)CC3)c(=O)[nH]c2c1 (stereo not given)
60: C#Cc1ccc2c(c1)COc1c3ccccc3nn1-2
61: CC12CC(NC(=O)N1c1cccc(C(=O)N3CCCCC3)c1)c1ccccc1O2 (stereo not given)

Assay by compound	57	58	59	60	61
mIAP activ	0.94	0.93	0.96	0.99	0.89
MPTP inh	2.2	-0.3	-0.6	0.9	-2.8
ATG4B inh	9	9	2	-4	-5
hIAP block	-4	2	-11	2	-2
hIAP activ	1	0.98	1.1	0.97	1
mIAP block	6	7	4	1	11
MIN6 prolif	-3	-3	-6	-4	2
APOBEC3A inh	3	1	1	0	-7
APOBEC3G inh	-3	8	-2	2	-9
